# Screens deposited in PubChem BioAssay by The Scripps Research Institute Molecular Screening Center.
# PLCb3 inh: inhibitors of human phospholipase C beta3. 0.18% of 370,000 active. Q01970. inhibition, % at 12.2 µM. Purified PLC-beta3, fluorogenic substrate, fluorescence; in the data active means inhibition above about 11%;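 further: 0% = median of compound wells on plate and 100% = full blocker control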
# UHRF1 binding: blocks human UHRF1 binding to methylated DNA | UHRF1 binding to methylated oligo, TR-FRET | inhibition, % at 4.4 µM | 0.75% of 370,000 active | AID 687016; in the data active means inhibition above about 21%;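 further: UHRF1 SRA domain binding a hemimethylated CpG hairpin DNA probe; 0% = median of test compound wells and 100% = reference inhibitor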
# ASAP1 GAP inh: inhibitors of human ASAP1 ArfGAP activity. Q9ULH1. ASAP1-stimulated ARF1 GTP hydrolysis, GDP FP detection. inhibition, % at 16.5 µM. 0.19% of 360,000 active. AID 624377; in the data active means inhibition above about 25%;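 further: 0% = vehicle with enzyme and substrate and 100% = no enzyme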
# MBD2 DNA inh: MBD2-methylated oligo binding inhibition | Q9UBB5 | TR-FRET, MBD2 binding to methylated oligonucleotide | inhibition, % at 4.4 µM | 0.31% of 370,000 active | AID 686964; in the data active means inhibition above about 13%
# Target sequence (Q9UBB5 whole entry, looked up): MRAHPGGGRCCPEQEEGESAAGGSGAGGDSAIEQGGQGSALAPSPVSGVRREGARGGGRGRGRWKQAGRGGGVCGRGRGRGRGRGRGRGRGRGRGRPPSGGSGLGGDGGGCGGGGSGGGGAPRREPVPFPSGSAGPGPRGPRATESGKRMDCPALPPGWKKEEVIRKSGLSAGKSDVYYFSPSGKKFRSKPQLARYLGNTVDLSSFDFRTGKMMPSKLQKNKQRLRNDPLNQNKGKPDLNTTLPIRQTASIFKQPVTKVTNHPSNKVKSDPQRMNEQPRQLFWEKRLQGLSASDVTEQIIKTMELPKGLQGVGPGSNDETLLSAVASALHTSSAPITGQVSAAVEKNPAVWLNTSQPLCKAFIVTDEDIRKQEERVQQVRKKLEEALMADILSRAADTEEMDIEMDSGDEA
# ARFGAP1 inh: inhibits rat ARF GTPase activating protein 1 | AID 651572 | 0.26% of 360,000 active | Arfgap1-stimulated ARF1 GTP hydrolysis, GDP FP detection | Q62848 | inhibition, % at 16.5 µM;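 active means inhibition above a per-plate limit, mean inhibition of low control wells plus 3 SD, cut at about 25% in these data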;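 further: 0% = DMSO wells with enzyme and 100% = wells lacking Arfgap1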
# Target sequence (Q62848 1-136 limits assumed): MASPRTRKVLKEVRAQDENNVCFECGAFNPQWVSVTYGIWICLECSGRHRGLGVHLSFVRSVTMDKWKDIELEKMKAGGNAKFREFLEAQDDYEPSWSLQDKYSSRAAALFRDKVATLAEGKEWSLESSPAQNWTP
#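 Assay system: purified rat His6-Arfgap1 residues 1-136 (GAP domain); Reagent: human Δ17 ARF1 bound to GTP; Dosing: 16.5 µM single point, 1.26% DMSO; Times: GTP hydrolysis reaction 2 h at 25 °C; Signal: FP, GDP Alexa 633 tracer displaced from anti-GDP antibody, 620/688 nm; Measure: % inhibition from polarization.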
# DDE Tn7 FP inh: disrupts Tn7 cyclic peptide binding to fibrin D-Dimer-E complex; 0.13% of 370,000 active; P02675; FP displacement of FITC-Tn7 peptide from fibrin DD(E); 0% = median of compound wells per plate; inhibition, % at 8.3 µM;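 active means inhibition above the mean of compounds falling within the control limits plus 3 SD of them, cut at about 14% in these data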;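 further: 0% = plate median of compound wells and 100% = 10 µM Aha-Tn7 peptide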
# Target sequence (P02675 whole entry, looked up): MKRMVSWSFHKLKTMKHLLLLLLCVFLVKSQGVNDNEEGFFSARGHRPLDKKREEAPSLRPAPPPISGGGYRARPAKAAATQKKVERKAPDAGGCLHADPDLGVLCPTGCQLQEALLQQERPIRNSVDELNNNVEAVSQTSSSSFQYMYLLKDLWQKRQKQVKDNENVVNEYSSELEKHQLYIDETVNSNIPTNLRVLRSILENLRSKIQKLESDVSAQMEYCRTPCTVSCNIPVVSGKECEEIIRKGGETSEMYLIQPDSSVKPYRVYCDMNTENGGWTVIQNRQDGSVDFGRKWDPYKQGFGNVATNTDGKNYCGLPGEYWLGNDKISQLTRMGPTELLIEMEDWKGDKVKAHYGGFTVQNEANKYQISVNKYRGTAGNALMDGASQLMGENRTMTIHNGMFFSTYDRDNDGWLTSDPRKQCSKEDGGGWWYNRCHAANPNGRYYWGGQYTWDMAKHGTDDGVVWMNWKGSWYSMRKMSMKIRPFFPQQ
#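 Test system – human fibrin DD(E) · Times – 10 min preincubation, 3 h with tracer, room temperature · Detection – fluorescence polarization of the labelled Tn7 tracer · Measure – percent inhibition normalized to high-control wells · Benchmarks – high control wells with 10 µM unlabelled Aha-Tn7 peptide (full inhibition) · Repeats – singlicate testing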
# ADAM17 inh: inhibitors of human ADAM17. inhibition, % at 6.95 µM. 0.83% of 370,000 active. P78536. recombinant ADAM17, EDANS/DABCYL FRET peptide cleavage;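 active means inhibition above the mean of compounds lying between control limits plus 3 SD, set per campaign, cut at about 8.5% in these data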;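 further: 0% = DMSO-only wells as the low control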
# PLC-gamma1 inh: PLC-gamma1 (human) inhibition, primary screen | P19174 | purified PLC-gamma1, fluorogenic substrate, fluorescence | inhibition, % at 12.2 µM | 0.84% of 370,000 active | AID 720700; in the data active means inhibition above about 9.5%
# proKLK7 act: activators of human kallikrein-7 zymogen; 0.9% of 370,000 active; activation, % at 7 µM; purified proKLK7, EDANS-DABCYL substrate fluorescence; 100% is mature enzyme control, 0% vehicle;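 active means activation above the mean of all tested compounds plus 3 SD, computed per campaign excluding outliers beyond control limits, cut at about 13% in these data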
# Tn6 DDE FP: DD(E)-Tn6 binding inhibition, primary FP screen | Fibrin DD(E) TRITC-Tn6 fluorescence polarization displacement | AID 720509 | inhibition, % at 8.3 µM | P02675 | 0.21% of 370,000 active;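 active means inhibition above a per-campaign cutoff: mean of compounds within control limits plus 3 SD, cut at about 15% in these data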;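 further: 0% = median of all compound wells on the plate and 100% = blocking peptide control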
# * marks the source's active call; other numbers are inactive results; nt = no result given; & = joins results of further samples.
SMILES,PLCb3 inh,UHRF1 binding,ASAP1 GAP inh,MBD2 DNA inh,ARFGAP1 inh,DDE Tn7 FP inh,ADAM17 inh,PLC-gamma1 inh,proKLK7 act,Tn6 DDE FP
COc1ccc(S(=O)(=O)N(C)CC(=O)Nc2ccc3c(c2)OCCO3)cc1,-1,-2,-12,-4,-5,-2,0,2,-0.4,1
COc1nc(N(C)C)nc(N(C#N)CCOC(C)=O)n1,-5,-1,-11,-1,3,6,-3,-1,0.1,8
Cc1nnc(SCc2ccc(Cl)cc2)n1CC1CCCO1 (stereo not given),0,0,-4,3,-3,3,0,-1,0.2,2
O=C(O)CNC(=S)N(Cc1ccccc1)Cc1cccnc1,-3,6,-9,3,-3,-2,-1,-1,-0.4,-1
CC1(C)CC2CC(C)(CN2C(=O)COc2cccc3ccccc23)C1 (stereo not given),6,3,12,-5,5,-1,3,7,-0.2,-2
C=CCN(C)NC(=O)Nc1ccccc1,-1,2,-2,-7,1,1,-4,1,-0.5,-4
Cc1ccnc2nc(C(=O)Nc3ccc(N4CCOCC4)cc3)nn12,1,0,2,0,-9,-5,0,0,-0.2,0
COc1ccc2c(c1)CCC(C)N2C(=O)C(=O)c1c[nH]c2ccccc12 (stereo not given),-2,1,0,-4,7,4,-1,5,-0.3,4
O=C(Nc1cccc(S(=O)(=O)NC2=NCCC2)c1)c1cn(-c2ccccc2)nc1-c1ccc(F)cc1,-5,0,11,-2,7,-3,4,-6,0.1,-10
CCOc1ccc2nc(S(=O)(=O)NC(=O)C3(C)CCN3C(=O)CCc3cccs3)sc2c1 (stereo not given),-7,-2,-13,4,-5,-2,-2,-5,-0.5,8
COc1ccc(NC(=O)C2CCN(S(=O)(=O)c3ccc(Cl)c(C(F)(F)F)c3)CC2)cn1,3,-2,0,-6,5,-1,-3,2,0.1,-4
Cc1nnc(-c2cnn(C)c2N)n1Cc1ccc(Cl)cc1,1,8,8,-2,6,3,1,-1,0.0,9
CC1CCN(C(=O)C(=O)c2cn(CC(=O)N3CCCC3)c3ccccc23)CC1,-7,-3,-17,-4,15,4,-3,1,-0.4,1
Cc1ccc(N(CC(=O)NCC2CCCO2)C(=O)CNS(=O)(=O)c2ccc(Cl)cc2)cc1 (stereo not given),-6,0,0,3,1,-7,-3,1,0.5,-4
O=[N+]([O-])c1ccc(/C=N/Nc2nc(N3CCCCC3)nc(N3CCCCC3)n2)cc1,1,-1,4,-1,-7,6,-1,-2,0.1,2
O=C(Oc1cccc(-n2cnnn2)c1)c1sc2ccccc2c1Cl,0,11,9,10,9,0,-8,3,0.5,6
COc1cccc(C(=O)N2CCN(C3CCCCC3)CC2)c1,-1,-3,-5,-1,1,0,-1,0,0.6,4
Cc1ccc2[nH]c(=O)c3cc(C(=O)NCC4CCCO4)sc3c2c1 (stereo not given),-49,-3,-6,3,10,-1,-78,-48,-3.3,2
CCn1c(SCC(=O)N2CCN(c3ccccc3F)CC2)nnc1-c1ccoc1C,1,2,-8,-4,5,4,-1,-3,0.4,7
CNc1nc(-c2c(C)[nH]c3ccc(OC)cc23)cs1,-10,-4,11,-7,5,7,-1,-11,-0.2,1
CC1CC(C)CN(S(=O)(=O)c2ccc(NC(=O)CN3C(=O)NC(C)(c4ccccc4)C3=O)cc2)C1 (stereo not given),0,-1,8,-7,8,-5,10.0*,4,0.4,-5
CN(C)CCCN(C(=O)c1ccc(S(=O)(=O)N2CCOCC2)cc1)c1nc2ccc(F)cc2s1,-2,0,-22,3,-7,-5,-3,-1,0.3,-7
COc1ccc(-c2nc3n(n2)C(c2ccccc2Cl)C(C(N)=O)=C(C)N3)cc1 (stereo not given),-8,0,-8,0,-12,4,-6,-8,0.4,2
CCCNC(=O)N(CCOC)CC1CCCN(C2Cc3ccccc3C2)C1 (stereo not given),0,-2,-8,0,-3,-7,3,3,0.5,5
O=C(Nc1ccc2c(c1)OCO2)OC1CC2CC1[C@H]1CCCCN1[C@H]2Cc1ccccc1 (stereo not given in full),-1,1,nt,2,nt,4,-2,0,-0.5,-2
# The listing continues.
SMILES,PLCb3 inh,UHRF1 binding,ASAP1 GAP inh,MBD2 DNA inh,ARFGAP1 inh,DDE Tn7 FP inh,ADAM17 inh,PLC-gamma1 inh,proKLK7 act,Tn6 DDE FP
O=C(Nc1cccc2ccccc12)C1CCN(C(=O)Cc2ccccc2)CC1,5,-1,7,-2,3,-4,-2,2,0.5,-5
CCN(CC)S(=O)(=O)c1cccc(-c2nnc(-c3ccc(C)cc3)o2)c1,0,-2,11,-4,-2,4,-2,2,0.7,4
C#CCCc1cscc1/C=[N+](\[O-])c1ccc(C(=O)OCC)cc1,-7,-4,-2,-4,3,-3,1,-3,0.1,-7
COc1cc(C(=O)Nc2nc(-c3ccc(F)cc3)cs2)ccc1OCC(=O)N1CCOCC1,-4,5,13,-1,8,-2,3,-4,0.1,2
Cc1cccc(Nc2nc(N)c([N+](=O)[O-])c(N3CC(C)CC(C)C3)n2)c1 (stereo not given),6,1,-1,-2,-2,1,9.4*,2,0.0,3
O=C(CSc1ncn[nH]1)Nc1ccc(Cl)c(S(=O)(=O)N2CCOCC2)c1,-4,4,-1,1,9,-4,1,1,0.1,3
COc1ccc(N2CCN(CC(O)COC(c3ccccc3)c3ccccc3)CC2)cc1 (stereo not given),-6,-1,7,2,-10,3,-2,3,0.7,-3
CCOc1ccccc1NC(=O)CN1CCc2ccccc2C1,-4,1,1,-2,-5,-3,1,2,0.1,2
CCC(C)c1ccccc1N1CC(C(=O)Nc2ccccc2N2CCCC2)CC1=O (stereo not given),-3,-5,-8,-2,-4,-1,2,0,0.5,-4
O=C(CSc1nc2ccc(Cl)cc2[nH]1)c1c[nH]c2ccccc12,-2,-1,-3,-4,0,4,4,4,0.1,9
CCOc1ccc(NC(=O)CN2CCc3ccccc3C2)cc1,-9,0,-11,0,0,5,-1,-3,0.4,10
O=C(NCc1ccc(Cl)cc1)c1ccccc1Oc1ccccc1,-3,2,-8,-1,8,7,-1,0,-0.3,-1
CS/C(=N\S(=O)(=O)c1cccs1)Nc1ccc(Cl)cc1,1,13,-2,5,4,-10,1,3,-0.6,4
COc1ccc(-c2c(-c3cc(OC)cc(OC)c3)n(C)c3ccc(-c4cnc(N)nc4)cc23)cc1,-5,0,-3,2,0,5,-5,-2,0.4,-2
CSc1nc(C)cc(Oc2ccc(OCCOc3ccccc3)nn2)n1,-1,0,18,7,-10,-2,-2,2,-0.5,6
COc1nc(N)nc(N)c1NS(=O)(=O)c1ccc(C)cc1,-2,2,-21,-4,-2,-10,1,1,-0.4,6
CCNC(=S)Nc1ccc(Cl)cc1Cl,3,1,-6,0,10,3,5,1,0.3,4
Fc1ccccc1Nc1nc2ccccc2n2nnnc12,-51,-6,-11,-1,-8,-20,-10,-37,2.1,-2
Cc1ccc(C(=O)CSc2ncnc3sc4c(c23)CCCC4)cc1,4,8,5,-2,2,-10,1,4,0.7,-2
COC(=O)c1cc(CNC(=O)c2cccc(Cl)c2Cl)ccc1OC,3,-1,10,-1,-7,3,-1,2,0.1,-2
S=C(NCCN1CCOCC1)C(=S)NCCN1CCOCC1,1,3,3,-1,-1,-3,2,3,-0.6,-2
CCN(CC)CCN1C(=O)Cn2c(C)c(C)c3cccc1c32,0&-4,2&1,-2&7,3&-2,-9&14,1&-4,-1&-2,-3&-2,-0.1&0.2,9&-10
NS(=O)(=O)c1ccc(NC(=O)CSc2nc(Nc3ccccc3)nc(N3CCOCC3)n2)cc1,-4,0,-3,2,-8,3,4,1,0.0,-3
COP(=O)(OC)C(Nc1ccc(C)cc1)c1ccc([N+](=O)[O-])cc1 (stereo not given),1,1,2,0,-5,1,0,-2,0.1,-1
CC1(C)NC(=O)N(CCOCCOc2c(Cl)cc(Cl)cc2Cl)C1=O,-1,0,-6,1,14,-1,-1,-1,-0.7,3
# Going on with the list.
SMILES,PLCb3 inh,UHRF1 binding,ASAP1 GAP inh,MBD2 DNA inh,ARFGAP1 inh,DDE Tn7 FP inh,ADAM17 inh,PLC-gamma1 inh,proKLK7 act,Tn6 DDE FP
COc1ccc(NC(C)=O)cc1NC(=O)CSc1nnc(-c2ccc(F)cc2)n1N,1,-2,-12,-2,-5,-2,-6,1,0.8,0
CCOC(=O)C1=C(c2ccccc2)N=c2s/c(=C\c3cc(OC)c(OC)c(OC)c3)c(=O)n2C1c1cccs1 (stereo not given),-5,-4,1,1,9,-4,-5,0,0.8,1
CCn1c2ccccc2c2cc(NC(=O)c3ccc(C)c([N+](=O)[O-])c3)ccc21,1,1,-4,2,4,-1,2,2,0.4,0
O=C1CCC([N+](=O)[O-])C(c2ccc(F)c(Br)c2)N1 (stereo not given),-5,3,-1,2,4,-1,-6,0,0.0,-3
O=C(CSCc1ccccc1)Nc1cccc(F)c1,9,1,16,0,-2,-5,-1,11*,-0.2,-2
NCc1ccc2[nH]c(=O)[nH]c2c1,-3,1,-2,-5,-2,-2,-5,-1,-0.6,-4
Cc1nc2c(s1)sc1ccccc12,3,-1,-1,-2,9,-2,-6,-3,0.1,0
O=C(Nc1ccn(CCCN2CCN(c3ccccc3)CC2)c(=O)n1)OCc1ccccc1,2,-2,-10,1,2,-1,-2,2,0.8,-4
CCN1C[C@@H]2[C@@H]3C(=O)N(C)C(=O)[C@@H]3[C@](Cc3ccccc3)(C1=O)N2C(=O)c1ccc(Br)cc1,0,-1,7,0,11,6,-2,-3,0.4,4
COc1ccccc1NC(=O)C(=O)NCC(c1ccco1)N1CCc2ccccc2C1 (stereo not given),-11,0,2,1,14,-4,-1,-16,-0.3,-4
Cc1cccc(C(=O)N[C@@H]2c3ccccc3C[C@@H]2O)n1,0,0,-8,0,3,4,0,-1,0.5,-5
O=c1c2ccccc2cnn1-c1ccc(Cl)cc1,-2,1,-3,-4,-8,2,2,3,-0.1,4
O=C(NCCc1ccccc1)OCc1cn(Cc2ccc(F)cc2)nn1,-2,0,nt,1,nt,0,-5,-3,-0.4,-2
C[C@@H]1[C@@H](O)C[C@@]2(CC(=O)c3ccccc3O2)O[C@H]1c1ccccc1,3,0,nt,-6,nt,0,-2,1,-0.1,-3
Nc1ccc(-c2nnn(CC(=O)N3CCCCC3)n2)cc1,-6,-1,-4,2,-4,5,-1,-5,-0.4,-2
CCCn1cc(S(=O)(=O)c2ccc(Cl)cc2)c(=O)c2cc(OC)ccc21,-17,-2,-3,0,-4,-3,-14,-1,0.0,7
CCn1c(=O)c2c(nc3n2CCS3)n(C)c1=O,1,7,3,2,2,0,-2,2,0.9,-7
COc1ccc(C)cc1-n1nnnc1SCC(=O)Nc1cccnc1Cl,8,1,-3,-4,6,-5,1,2,0.1,-9
